TTR transcr act – increases transthyretin transcription | SH-SY5Y TTR promoter Gaussia luciferase, luminescence; 100% = recombinant luciferase protein wells | 1.3% of 92,000 active | activation, % at 16.7 µM;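 active means activation above the mean of all tested compounds plus 3 SD, cut at about 9.5% in these data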;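 further: cells exposed to compounds for one day before reading; 0% = median of all test compound wells on the plate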
* marks the source's active call; other numbers are inactive results. Some of the compounds tested. The share of hits here may be higher or lower than overall.

Sample of the layout:
TTR transcr act	canonical_smiles
-1.5	COc1ccccc1OCC(=O)NNC(=O)C(=O)N1CCCC1
0.8	COCCn1c(C)cc(C(=O)COC(=O)CNC(=O)c2ccccc2)c1C
-1.8	COc1ccc(Cc2nc(=S)[nH][nH]2)cc1Br

All compounds of this part, repeating the preview:
TTR transcr act	canonical_smiles
-1.5	COc1ccccc1OCC(=O)NNC(=O)C(=O)N1CCCC1
0.8	COCCn1c(C)cc(C(=O)COC(=O)CNC(=O)c2ccccc2)c1C
-1.8	COc1ccc(Cc2nc(=S)[nH][nH]2)cc1Br
3.0	COc1ccc(-c2noc(CCC(=O)NCCc3ccccc3)n2)cc1
0.7	O=C(NCc1ccc(Cl)cc1)O[C@H]1CC[C@@]23CCCN2C(=O)CCC[C@H]3C1
2.2	O=C(Nc1ccc2[nH]c(=O)[nH]c2c1)c1ccc(Cl)c(Cl)c1
-5.2	Cc1sc2cc3c(c(C(=O)c4ccccc4)[n+]2c1C)-c1cccc2cccc-3c12
-1.9	Cc1ccc(C(=O)N/N=C\c2sccc2C)cn1
-0.2	CC(C)NC(=O)NC(=O)COC(=O)c1ccc(S(=O)(=O)NCc2ccco2)cc1
1.2	CN1C2=NC(c3ccccc3)CC(=O)N2/C(=C\c2ccccc2)C1c1ccccc1C(F)(F)F (stereo not drawn)
-3.2	O=C(Nc1ccc(N2CCOCC2)c(Cl)c1)c1ccc([N+](=O)[O-])o1
1.8	O=C(CCC(=O)Nc1ccccc1)NNS(=O)(=O)c1ccc(Cl)cc1
0.2	C[N+]1(CC(=O)Nc2ccc(F)cc2)CCN(C(=O)c2ccco2)CC1
3.4	COc1cccc(-n2c(SCC(=O)Nc3cc(C)on3)nc3c([nH]c4ccccc43)c2=O)c1
-2.4	CC(C)CCNC(=O)/C=C/c1ccc(Br)cc1

Further results follow:
TTR transcr act	canonical_smiles
-2.2	CC(C)C(O)(C#CCN1CCCC1)c1ccccc1 (stereo not drawn)
-1.0	O=C(NN1C(=O)C2C3CCC(O3)C2C1=O)c1ccc(Br)o1 (stereo not drawn)
-1.9	COC(=O)[C@]12CCCCC=C1N(Cc1ccc(OC)cc1)C(=O)[C@@H]2CC(=O)NCC12CC3CC(CC(C3)C1)C2
0.8	CCOc1cc(Br)c(CC(=O)O)cc1OCC
0.0	O=C1CCc2cc(NS(=O)(=O)c3ccc(F)cc3)cc3c2N1CCC3
-1.9	S=C(NCc1ccco1)Nc1cc(Cl)c(Cl)cc1Cl
5.8	CC(C)N(Cc1nc(-c2ccccc2)no1)C(=O)CN(C)S(=O)(=O)c1ccccc1
-2.7	Cc1ccc(NC(=O)CCS(=O)(=O)c2ccc(Br)s2)cc1
0.0	CC1(C)OC(=O)C(=CNc2ccccn2)C(=O)O1
-0.5	CN(CC(=O)O)S(=O)(=O)c1ccc2c(c1)n(C)c(=O)c(=O)n2C
0.3	Cc1n[nH]c2ccc(Br)cc2c1=O
-1.0	CCCCCCCCN1C(=O)[C@H](CC(=O)NCc2cccs2)C[C@@]2(C(=O)OC)CCCCC=C12
-2.4	O=C(NC1CCCCC1)C(c1ccc(C(F)(F)F)cc1)n1c(=O)c(-c2ccco2)nc2ccccc21 (stereo not drawn)
-2.4	CN(C(=O)COC(=O)c1ccc(Cl)c(S(=O)(=O)N2CCCCCC2)c1)C1CCS(=O)(=O)C1 (stereo not drawn)
0.1	O=C(C(Cl)c1ccccc1)N1CCOCC1 (stereo not drawn)

Continuation:
TTR transcr act	canonical_smiles
0.7	Cc1cc(N)n(-c2cc(C)c3ccccc3n2)n1
-3.0	C/C(=N\Nc1nc(Cl)c(Cl)cc1Cl)c1ccc(S(=O)(=O)NCc2ccco2)cc1
-1.9	O=C(O)c1ccc(NC(C(=O)c2ccccc2)c2ccccc2)cc1 (stereo not drawn)
-2.2	O=C(Cn1cc(COc2ccc(Br)cc2)nn1)c1ccc(O)cc1
0.0	N#Cc1ccccc1NC(=O)CSc1nccn1CCc1ccccc1
-1.4	CC12CCC(=O)N1C(C(=O)Nc1cc(C(F)(F)F)ccc1N1CCOCC1)CS2 (stereo not drawn)
1.5	COc1ccccc1NC(=O)CNc1ccc(F)c(Cl)c1
-1.7	COc1ccc(CC(=O)Nc2cccc3c2CCCC3)cc1
-1.3	OCCNC(=S)Nc1cc(Cl)cc(Cl)c1
2.2	COc1ccccc1C/C(N)=N/OC(=O)COc1cc(C)cc(C)c1C
6.3	COC(=O)[C@@]1(Cc2ccc(F)cc2)[C@H]2c3cc(C(=O)N(C)C)n(C[C@H](O)CO)c3C[C@H]2CN1C(=O)c1ccccc1
8.8	N#CCc1c(C#N)c(N)nc(N2CCN(S(=O)(=O)c3ccccc3)CC2)c1C#N
-1.5	COc1ccc(C(=O)C2CCN(CC(=O)Nc3cc(C)cc(C)c3)CC2)cc1
6.0	O=C(NCc1ccc(S(=O)(=O)Nc2ccccc2Cl)s1)c1ccccc1
0.4	Cc1cn([C@H]2C[C@H](O)[C@@H](/C=C/C(=O)NCCC(C)C)O2)c(=O)[nH]c1=O

The list continues:
TTR transcr act	canonical_smiles
0.6	c1cc(N2CCCCC2)nc(N2CCCCC2)n1
2.0	O=C(CNC(=O)c1cc(Cl)nc2ccccc12)Nc1ccccc1Br
-5.8	C[C@H](CO)N1C[C@H](C)[C@@H](CN(C)S(=O)(=O)c2ccc(F)cc2)Oc2c(NC(=O)Nc3ccc(C(F)(F)F)cc3)cccc2C1=O
4.3	CC(C)(C)/C(O)=C/c1nc2cc(Cl)ccc2oc1=O
0.9	O=C(Nc1nc2c(Br)cc(Br)cc2c(=O)s1)c1ccco1
-0.5	COC(=O)C[C@@H]1CC[C@@H]2[C@H](COc3ccc(NC(=O)c4ccc5c(c4)OCO5)cc3C(=O)N2C)O1
0.8	N#Cc1ccc(-c2cccnc2)nc1SCC(N)=O
-0.3	Cc1nn(-c2ccccc2)nc1CNC(=O)C1CCC1
1.5	O=C(CSc1c2c(nc3ccccc13)CCC2)N1CCCC1
0.8	O=C(CSc1nnc(CNC(=O)c2ccc(F)cc2)o1)c1ccccc1
1.4	CC(C)CCNC(=O)C1(C)CCN1Cc1ccc(-c2ccccn2)cc1 (stereo not drawn)
-0.1	Cc1cc(O)c(C(C)C)cc1N=Cc1ccccc1[N+](=O)[O-]
-2.1	Cc1cc(/C=C2\SC(=O)NC2=O)c(C)n1-c1ccc(N2CCOCC2)cc1
-0.1	COc1ccc(C(=O)OCCCc2cc3ccccc3c(=O)o2)cc1
0.6	CCOC(=O)C1=C(CN2CCSCC2)NC(=O)NC1c1ccc2c(c1)OCO2 (stereo not drawn)

(listing goes on)
TTR transcr act	canonical_smiles
-2.5	COc1ccc(-n2nnnc2C(c2ccnc3ccccc23)N2CCN(C/C=C/c3ccccc3)CC2)cc1 (stereo not drawn)
1.2	O=C(O)COc1ccc2oc3ccccc3c2c1
-2.4	O=C(c1ccccc1)N1CCCC(c2ccc(Cl)cc2)=N1
-3.4	COc1ccc(C(=O)Nc2ccc3oc(Cc4ccc(Cl)cc4)nc3c2)cc1OC
0.2	O=c1cc(CSc2nnnn2-c2ccccc2)nc2sccn12
-0.3	COc1ccc(C2C(C#N)=C(N)OC3=C2C(=O)CC(C)(C)C3)c([N+](=O)[O-])c1OC (stereo not drawn)
1.2	CCCN(Cc1ccccc1)C(=S)Nc1ccc(OCC)cc1
4.0	O=C(CCn1c(=O)c2ccccc2n(Cc2cc(=O)n3ccccc3n2)c1=O)NCc1ccco1
0.9	OC(C#Cc1ccccc1)(c1ccccc1)c1ccccc1
-0.2	CCOc1ccc(NC(=O)CC2C(=O)N(CC)C(=S)N2CCN2CCOCC2)cc1 (stereo not drawn)
0.6	CC(=O)Nc1ccc(S(=O)(=O)n2cnc3cc(C)c(C)cc32)cc1
-0.8	Cc1nn(C(C)C(=O)NCc2ccco2)c(=O)c2nn(-c3ccccc3)c(C)c12 (stereo not drawn)
-0.7	Cc1onc(-c2ccccc2)c1C(=O)N1CCCN2C(=O)c3ccccc3C21 (stereo not drawn)
-1.4	O=C(CSCC(=O)Nc1cccc2ccccc12)Nc1cccc2ccccc12
-6.9	CC(=O)n1cc([C@@H]2C=C(C(=O)N3CCN(Cc4ccccc4)CC3)O[C@H](OCc3ccc(CO)cc3)C2)c2ccccc21

(more compounds)
TTR transcr act	canonical_smiles
1.9	N#Cc1sc2nc(C3CC3)cc(-c3ccccc3)c2c1N
6.1	CCOC(=O)N1CCN(C(=O)CN2C(=O)COc3ccc(S(=O)(=O)N4CCOCC4)cc32)CC1
1.2	O=C1C2CCCN2C(=O)N1CCCCN1CCN(c2cccc(Cl)c2)CC1 (stereo not drawn)
2.6	O=C(O)CSc1c2c(nc3cc(C(=O)NCCN4CCOCC4)ccc13)CCC2
0.6	COC(=O)c1sc(N2CCCCC2)c(C#N)c1N
4.9	C1CCC(Nc2nnnn2C2CCCCC2)CC1
1.2	COc1ccc(N(CC(=O)NCc2ccco2)S(C)(=O)=O)cc1Cl
0.5	CC(C)CNC(=O)c1ccccc1NC(=O)c1ccccc1N(C)S(=O)(=O)c1ccccc1
1.0	Cn1c(CC(=O)NNC(=O)c2cccnc2)nc2ccccc21
1.8	O=C(CC1C(=O)N(c2ccc(F)cc2)C(=O)N1Cc1ccccn1)Nc1ccccc1 (stereo not drawn)
-7.2	CC1=CC(C)(C)Nc2ccc(OC(=O)CN3C(=O)c4ccccc4C3=O)cc21
6.2	CCCCn1c(N)c(N(CCOC)C(=O)COC(=O)COc2c(C)cc(C)cc2C)c(=O)[nH]c1=O
-0.6	ClCCN1C2=NCCCN2c2ccccc21
0.3	COCCN(C(=O)CSc1nnc(-c2ccccc2F)n1N)c1c(N)n(Cc2ccccc2)c(=O)[nH]c1=O
4.5	O=C(COc1ccc(Br)cc1)Nc1ccc2c(c1)C(=O)NC2=O

7 of the compounds above, bar-delimited:
SMILES | TTR transcr act
CCOC(=O)N1CCN(C(=O)CN2C(=O)COc3ccc(S(=O)(=O)N4CCOCC4)cc32)CC1 | 6.1
O=C1C2CCCN2C(=O)N1CCCCN1CCN(c2cccc(Cl)c2)CC1 (stereo not drawn) | 1.2
O=C(O)CSc1c2c(nc3cc(C(=O)NCCN4CCOCC4)ccc13)CCC2 | 2.6
COC(=O)c1sc(N2CCCCC2)c(C#N)c1N | 0.6
C1CCC(Nc2nnnn2C2CCCCC2)CC1 | 4.9
COc1ccc(N(CC(=O)NCc2ccco2)S(C)(=O)=O)cc1Cl | 1.2
CC(C)CNC(=O)c1ccccc1NC(=O)c1ccccc1N(C)S(=O)(=O)c1ccccc1 | 0.5

Next section.
TTR transcr act	canonical_smiles
0.6	CC(=O)c1ccc(NC(=O)Nc2cccc3ccccc23)cc1
-0.6	Cc1cccc(COC(=O)CCCNC(=O)c2ccc(Cl)cc2)c1
2.1	O=C(COC(=O)C1Cc2ccccc2CN1C(=O)c1ccccc1)Nc1ccc(SC(F)F)cc1 (stereo not drawn)
1.7	O=S1(=O)CCN(C2CCCCCCC2)CC1
1.5	Cc1ccc2c(C)c(C(=O)N(C)C(C)c3ccncn3)oc2c1C (stereo not drawn)
-0.6	COC(=O)Cc1cc(=O)[nH]c(/N=C(\N)Nc2ccccc2)n1
-1.0	CCC(Sc1ccc2nnc(-c3cccnc3)n2n1)C(=O)O (stereo not drawn)
-1.7	CCCCC(=O)Nc1cccc(-c2nnc(-c3ccccc3)o2)c1
0.2	CCN1CCc2nc(NC(=O)c3ccc(S(=O)(=O)N(C)C)cc3)sc2C1
1.1	CC(C)N1CCc2c(sc(NC(=O)CCS(=O)(=O)c3ccccc3)c2C#N)C1
-1.9	CC(C)CCNC(=O)COc1ccc2c3c(c(=O)oc2c1)CCC3
-1.7	CC(=O)Nc1ccc(Br)c2ccccc12
1.6	CCCn1nnc(NC(=S)NC(=O)/C=C/c2ccco2)n1
0.7	Cc1ccc(C)c(Cn2nnc3c(=O)[nH]c(C4CCN(S(=O)(=O)c5ccc(S(=O)(=O)N(C)C)cc5)CC4)nc32)c1
-4.0	COc1ccc(/C=C/C(=O)N2CCN(c3ccccc3)CC2)cc1S(=O)(=O)N1CCOCC1

The list goes on.
TTR transcr act	canonical_smiles
-0.7	COc1cc2c(cc1OC)C(c1cc(Br)ccc1O)N(C(C)=O)CC2 (stereo not drawn)
-0.2	COc1ccccc1CNC(=O)Cn1cc(Br)ccc1=O
1.2	Cc1onc(-c2c(Cl)cccc2Cl)c1C(=O)N1CCSCC1
3.5	CC(=O)c1cccc(NC(=O)c2ccncc2)c1
-1.3	Cc1ccc(Cl)c(NC(=O)CCl)c1Cl
2.5	CCOC(=O)C1(Cc2cccc(F)c2)CCN(Cc2c(C)nn(CC)c2C)CC1
-5.2	NCCc1c(-c2ccccc2)n(-c2ccccc2)c2ccccc12
-0.5	COc1ccc(NC(=O)NCCCN2CCN(c3ccccc3F)CC2)cc1
-0.2	CC(=O)Oc1ccc(C(=O)O)cc1OC(C)=O
0.8	CN(C)C(=O)CSc1nnc(Cc2ccc3c(c2)OCO3)o1
0.5	CN(C)c1ccc(NC(=O)CN2C(=O)CC(c3ccccc3)=Nc3ccccc32)cc1
-4.3	C[C@@H](NC(=O)c1nc[nH]c1C(=O)N[C@@H](CCCCNC(=O)OC(C)(C)C)C(=O)OC(C)(C)C)c1ccccc1
1.5	ClCc1cc2ccccc2nc1Cl
-1.0	COCCn1c(C)cc2c(c1=O)C(c1ccco1)C(C#N)=C(N)O2 (stereo not drawn)
0.6	CCOC(=O)C1=CNS(=O)(=O)NC1c1ccc(C[C@H](NC(=O)CNC(=O)CCc2ccccc2)C(N)=O)cc1 (stereo partly drawn)

Next records.
TTR transcr act	canonical_smiles
-0.3	Cc1ccc(S(=O)(=O)N2CCCCC2)cc1NC(=O)COC(=O)c1cc[n+]([O-])cc1
-0.8	CC(=O)Nc1ccc2cnn(C(C)=O)c2c1
2.9	COc1cccc(C(=O)Nc2nnc(SCC(=O)NC3CCCC3)s2)c1
1.6	C(=N/Nc1cc(N2CCOCC2)nc(N2CCOCC2)n1)/c1ccccc1
0.1	COCCN(C(=S)Nc1ccccc1OC)C(C)c1cccs1 (stereo not drawn)
